# ANO1 activ: mouse TMEM16A channel activation, primary screen; 0.3% of 340,000 active; B-score at 10 µM; AID 623877; HEK293 TMEM16A/YFP-H148Q/I152L, iodide quench fluorescence; active compounds read low; Q8BHY3;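 active = fluorescence-ratio B-score plate-corrected deviation score at least 3 library SD below zero, with starting fluorescence score within 5 deviations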;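 note: channel opened by trigger with iodide after compound preincubation; score built on the fluorescence ratio of max minus min over baseline; more negative score means more quench and so TMEM16A activation or potentiation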
# Target sequence (Q8BHY3 whole entry, looked up): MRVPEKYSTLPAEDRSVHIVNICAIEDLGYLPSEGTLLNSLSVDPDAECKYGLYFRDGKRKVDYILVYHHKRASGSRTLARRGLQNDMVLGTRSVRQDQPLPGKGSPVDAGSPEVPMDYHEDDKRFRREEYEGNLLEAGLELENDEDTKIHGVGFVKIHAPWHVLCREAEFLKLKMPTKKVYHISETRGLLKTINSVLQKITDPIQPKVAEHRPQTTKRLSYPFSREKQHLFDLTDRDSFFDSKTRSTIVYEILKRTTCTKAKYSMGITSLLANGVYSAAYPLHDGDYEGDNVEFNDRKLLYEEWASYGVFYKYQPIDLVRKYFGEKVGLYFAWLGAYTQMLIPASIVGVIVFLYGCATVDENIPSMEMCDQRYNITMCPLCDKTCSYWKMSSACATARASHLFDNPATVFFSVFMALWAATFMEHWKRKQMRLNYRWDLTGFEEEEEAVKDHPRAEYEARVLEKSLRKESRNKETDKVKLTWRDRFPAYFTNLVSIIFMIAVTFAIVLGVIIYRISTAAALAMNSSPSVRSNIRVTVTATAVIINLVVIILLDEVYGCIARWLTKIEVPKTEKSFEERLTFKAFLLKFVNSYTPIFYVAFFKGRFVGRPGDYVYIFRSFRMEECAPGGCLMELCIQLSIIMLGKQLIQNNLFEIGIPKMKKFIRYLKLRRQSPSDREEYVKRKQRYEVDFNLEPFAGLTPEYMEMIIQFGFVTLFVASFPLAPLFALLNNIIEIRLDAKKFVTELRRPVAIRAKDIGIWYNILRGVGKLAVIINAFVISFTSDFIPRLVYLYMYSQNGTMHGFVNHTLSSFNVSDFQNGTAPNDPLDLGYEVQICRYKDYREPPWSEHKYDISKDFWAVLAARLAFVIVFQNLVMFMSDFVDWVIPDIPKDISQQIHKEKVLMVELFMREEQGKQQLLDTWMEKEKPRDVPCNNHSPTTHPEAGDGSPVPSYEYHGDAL
# Calls only; i = inactive.
SMILES,ANO1 activ
CC[C@@H]1C/C=C\Cc2ccccc2[C@H](C(=O)C[C@H](O)CC(C)=O)OC1=O,i
CCCC(C)NC(=O)c1cc(S(=O)(=O)N2CCCCCC2)ccc1OC (centres undefined),i
CCSc1nc(N)nc2c1ncn2C1OC(CO)C(O)C1O (centres undefined),i
CCOc1ccc(NS(=O)(=O)c2cccc(C(=O)N(C)Cc3ccco3)c2)cc1,i
CCc1ccccc1N1CC(C(=O)Nc2cc(S(=O)(=O)N3CCCC3)ccc2Cl)CC1=O (centres undefined),i
CCC(CO)Oc1cc(NCc2ccccc2)c2ncn(C(C)C)c2c1 (centres undefined),i
CCOC(=O)Nc1ccc2c3c(cccc13)-c1ccccc1-2,i
COC(=O)[C@@]12CCCCN1[C@H](c1ccc(-c3ccc(F)cc3)c(OC)c1)[C@H]1C(=O)N(C)C(=O)[C@H]12,i
O=C(C[C@H]1C/C=C\CC[C@H](Cc2ccc(F)cc2)C(=O)OC[C@@H](Cc2c[nH]c3ccccc23)NC1=O)NCCO,i
COc1ccc(S(=O)(=O)N2CCN(CC(=O)NCC3(N4CCOCC4)CCCCC3)CC2)cc1,i
CNc1ccc([N+](=O)[O-])cc1,i
CCN(Cc1nc2cc(Cl)ccc2c(=O)[nH]1)C(=O)C1CC(=O)N(c2cccc3ccccc23)C1 (centres undefined),i
Cc1cc(C(=O)N2CCN(c3ccccc3Cl)CC2)c(C)o1,i
COc1cc(C[C@@H]2C(=O)OC[C@H]2Cc2ccc(OC)c(OC)c2)ccc1O,i
CN(CC(=O)Nc1cc(C(F)(F)F)ccc1-n1cncn1)Cc1nc2ccccc2c(=O)[nH]1,i
Cc1cc(C)n2nc(C(=O)OCC(=O)N(C)CC(=O)Nc3ccc(F)cc3)nc2n1,i
O=C(CSc1nnc(NC2CC2)s1)NN1C(=O)NC2(CCCCC2)C1=O,i
CC(=O)N1CCN(c2ccc(NCc3cccc(C)c3)cc2)CC1,i
Cc1cccc(NC(=O)CNC(=O)CN2C(=O)NC3(CCc4ccccc43)C2=O)c1C (centres undefined),i
CC(C)(C)N(Cc1ccccc1)C(=O)COC(=O)C1CC1,i
CCCOc1ccccc1OCC(=O)Nc1cccc(S(=O)(=O)NC2=NCCC2)c1,i
C=CC[C@H](CC(=O)NCCO)C(=O)N[C@@H](C)COC(=O)[C@H](CC=C)CC(=O)OC(C)(C)C,i
CC(C)n1ncc2c(C(=O)N3CCN(Cc4ccc(Br)s4)CC3)cc(C3CC3)nc21,i
COc1ccccc1N(C)S(=O)(=O)c1ccc(C(=O)Nc2ncc(C)s2)cc1,i
CCN1C(=O)[C@H]2[C@@H](c3ccc(-c4ccc(Cl)c(Cl)c4)c(OC)c3)N3CCCC[C@@]3(C(=O)OC)[C@H]2C1=O,i
CC(=O)c1cccc(NC(=O)c2c(-c3c(F)cccc3Cl)noc2C)c1,i
Cc1ccc(C(=O)OCC(=O)Nc2ccc(N3CCOCC3)cc2)cc1,i
c1csc(CNc2ncnc3ccc(-c4ccc5c(c4)OCO5)cc23)c1,i
CC1(C)CC2CC(C)(CN2S(=O)(=O)c2cccc(C(=O)O)c2)C1 (centres undefined),i
CCc1ccc(N2CC(C(=O)OCC(=O)N(CC)c3c(N)n(Cc4ccccc4)c(=O)[nH]c3=O)CC2=O)cc1 (centres undefined),i
Cc1ccc(F)cc1NC(=O)CSc1n[nH]c(N)n1,i
O=C(COc1ccc([N+](=O)[O-])cc1Cl)NCCN1C(=O)CSC1=O,i
Cc1nnc(SCC(=O)Nc2ccc(OC(F)F)c(Cl)c2)n(N)c1=O,i
CC=Cc1cc2c(c(=O)o1)C(=O)C(O)C(C)O2 (centres undefined),i
COC1=CC(=O)C(C2CC(=O)c3c(O)cc(O)cc3O2)=CC1=O (centres undefined),i
CC(C)(S)[C@@H](N)C(=O)O,i
C[C@H](CO)N1C[C@H](C)[C@@H](CN(C)S(=O)(=O)c2ccccc2)Oc2ccc(NC(=O)C3CCCCC3)cc2C1=O,i
COc1ccc(S(N)(=O)=O)cc1C(=O)OCC(=O)N1CCCC(C)C1 (centres undefined),i
Cc1ccc(C(C)C)c(OCC(=O)NNC(=O)Cn2[nH]c(=O)c3ccccc3c2=O)c1,i
COc1ccc(C(CNC(=O)COc2c(C)cc(C)cc2C)N2CCOCC2)cc1 (centres undefined),i

# Given with the structure last: 5 of the compounds above.
ANO1 activ	SMILES
i	CC1(C)CC2CC(C)(CN2S(=O)(=O)c2cccc(C(=O)O)c2)C1 (centres undefined)
i	CCc1ccc(N2CC(C(=O)OCC(=O)N(CC)c3c(N)n(Cc4ccccc4)c(=O)[nH]c3=O)CC2=O)cc1 (centres undefined)
i	Cc1ccc(F)cc1NC(=O)CSc1n[nH]c(N)n1
i	O=C(COc1ccc([N+](=O)[O-])cc1Cl)NCCN1C(=O)CSC1=O
i	Cc1nnc(SCC(=O)Nc2ccc(OC(F)F)c(Cl)c2)n(N)c1=O

# Additional records
SMILES,ANO1 activ
Cc1[nH][nH]c(=O)c1C(c1c(C)[nH][nH]c1=O)c1cn(C)c2ccccc12,i
O=C(NCCN1CCN(c2ccccc2)CC1)C1CCN(S(=O)(=O)c2cccs2)CC1,i
O=C(NC(C(=O)c1ccccc1)c1ccccc1)c1ccccc1 (centres undefined),i
NCCCCCNC(=O)c1[nH]cnc1C(=O)N[C@@H](Cc1ccccc1)C(=O)OCc1ccccc1,i
O=C(COC(=O)Cc1ccc(S(=O)(=O)N2CCOCC2)s1)Nc1ccc(OC(F)F)cc1,i
CCN(CC(=O)Nc1c(F)cccc1F)C(=O)C1CC(=O)N(CCc2ccc(OC)c(OC)c2)C1 (centres undefined),i
O=C(NC(=S)/C(=C1\CCCCCN1)[N+](=O)[O-])c1ccccc1,i
Cc1cccc(C)c1NC(=O)CNC(=O)CN1C(=O)NC2(CCc3ccccc32)C1=O (centres undefined),i
Cc1ccccc1-c1nnc(SC(C)C(=O)NC2CCCC2)o1 (centres undefined),i
COc1ccc(OC)c(-c2csc(NC(=O)COC(=O)C3CC3)n2)c1,i
CCOC(=O)C1CCCN(C(=O)CSc2nnnn2C)C1 (centres undefined),i
COCc1ccc(-c2ccc3c(c2)c(C#Cc2ccsc2)c(-c2cc(OC)cc(OC)c2)n3C)cc1,i
Cc1ccc(CN2CC(C(=O)NCCCn3nc(C)cc3C)CC2=O)cc1 (centres undefined),i
COC(=O)c1ccccc1NC(=O)COC(=O)/C=C/c1cccs1,i
COC(=O)c1ccc(NC(=O)CCN2C(=O)NC(C)(C)C2=O)cc1,i
COc1ccc(NC(=O)c2cc(-c3ccco3)nc3ccccc23)cn1,i
CCCn1nnc(NC(=S)NC(=O)c2ccccc2OC)n1,i
O=C(Cc1cccc2ccccc12)NCC(=O)N1CCN(Cc2cccc(C(F)(F)F)c2)CC1,i
O=C(COc1ccc([N+](=O)[O-])cc1Cl)N(C1CCCCC1)C1CCS(=O)(=O)C1 (centres undefined),i
O=C(CN1CCSC1=O)N1CCN(S(=O)(=O)c2ccc(F)cc2)CC1,i
C[C@@H](NC(=O)c1[nH]cnc1C(=O)Nc1cccc(Cl)c1)c1ccccc1,i
O=C(c1noc2c1CCCCC2)N1CCN(C(c2ccccc2)c2ccccc2)CC1,i
CC1(C)C(=O)Nc2ccccc2N1C(=O)COC(=O)c1cc(Cl)cc(Cl)c1,i
CCN(C(=O)COC(=O)C1CCC(C(C)(C)C)CC1)c1c(N)n(Cc2ccccc2)c(=O)[nH]c1=O (centres undefined),i
C=CCC[C@@H](Cc1ccc(F)cc1)C(=O)O[C@H](CNC(=O)[C@H](CC=C)CC(=O)N(CCO)Cc1ccccc1)c1ccccc1,i
COc1ccc(Cl)cc1NS(=O)(=O)c1cccc(C(=O)N2CC(C)OC(C)C2)c1 (centres undefined),i
CSc1nc2c([nH]1)c(=S)n(C)c(=O)n2C,i
COc1cc(OC)cc(-c2c(-c3ccc(C(C)=O)cc3)c3cc(-c4cccc5[nH]ccc45)ccc3n2C)c1,i
N#Cc1ccccc1S(=O)(=O)N1CCN(C(=O)CCc2ccccc2)CC1,i
COc1ccn(C2CCCCO2)c(=O)n1 (centres undefined),i
CC1CC2C3CCC4=CC(=O)CCC4(C)C3CCC2(C)C1(O)C(=O)CO (centres undefined),i
CC(c1ccccc1)N1CC(C(=O)Nc2ccc(F)cc2)CC1=O (centres undefined),i
COc1cc(C(=O)OCC(=O)c2ccccc2)cc2c1OCCO2,i
COc1ccc(OC)c(/C=C/C(=O)OCC(=O)NC2CCCCCCC2)c1,i
Cc1ccc(S(=O)(=O)N2CCOCC2)cc1C(=O)N1CCN(c2ccc(C(F)(F)F)cn2)CC1,i
CCOCCCn1c(SC(C)C(=O)NCC2CCCO2)nc2sc(C)c(C)c2c1=O (centres undefined),i
Cc1cccc(OCC(=O)OCC(=O)Nc2sccc2C(N)=O)c1,i
Cc1cc(NC(=O)c2cc(-c3ccncc3)nc3ccccc23)ccc1Br,i
CCN1CCN(C(=S)NC(=O)c2cc(OC)c(OC)c(OC)c2)CC1,i
C[C@H](NC(=O)c1nc[nH]c1C(=O)N1CCN(c2ccccc2)CC1)c1ccccc1,i
CN(c1ccccc1)S(=O)(=O)c1cccc(NC(=O)c2ccc(Cl)c([N+](=O)[O-])c2)c1,i
CC(=O)N1CCN(C(=O)c2ccc(Cl)c(S(=O)(=O)N3CCCC3)c2)CC1,i
O=C(O)Cc1sc(=O)[nH]c1O,i
O=C(CSc1nnc(Nc2ccccc2F)s1)NC1CCS(=O)(=O)C1 (centres undefined),i
COc1ccc(NC(=O)N(C)C[C@H]2Oc3ccc(NC(=O)Cc4ccccc4)cc3CC(=O)N([C@H](C)CO)C[C@H]2C)cc1,i
COc1ccc(CNC(=O)CCC(=O)c2ccc(F)cc2)cc1OC,i
O=C(Cn1nc(-c2ccccc2)oc1=O)OCC(=O)c1ccccc1,i
CCOC(=O)C1CCCN(C(=O)c2cc(-c3ccco3)nc3ccccc23)C1 (centres undefined),i
CC(OC(=O)c1cccc(S(=O)(=O)N(C)C)c1)C(=O)NCC(=O)Nc1ccc(F)c(F)c1F (centres undefined),i
CC(C)Cn1nc(C(=O)Nc2cccc(C(=O)NC3CC3)c2)c2ccccc2c1=O,i
CCOC(=O)C1=C(CC)Nc2ccccc2N=C1NC(=O)c1cccc(S(=O)(=O)N2CCOCC2)c1,i
COc1ccc([N+](=O)[O-])cc1NC(=O)C(C)NNC(=O)c1cccc([N+](=O)[O-])c1 (centres undefined),i
COc1ccc(Cl)cc1C(=O)NNC(=O)CCNS(=O)(=O)c1ccccc1,i
O=C(CN1C(=O)NC(Cc2c[nH]c3ccccc23)C1=O)Nc1ccccc1C(F)(F)F (centres undefined),i
C[C@@H](CSc1ccc(Br)cc1)CN1CC[C@H](O)CCC1=O,i
O=C(NCC(c1ccco1)N1CCCC1)c1ccc(Cl)c(S(=O)(=O)N2CCc3ccccc32)c1 (centres undefined),i
CC(C(=O)Nc1nc(-c2ccc(F)c(F)c2)cs1)N1C(=O)C2CC=CCC2C1=O (centres undefined),i
CC(Sc1nnnn1-c1ccccc1)C(=O)NC1CCCC1 (centres undefined),i
Cc1nc(SCc2nc3ccc(F)cc3[nH]2)c2oc3ccccc3c2n1,i
Cc1ccc(C)c(NC(=O)CN(C)C(=O)c2ccc(S(=O)(=O)N3CCCCCC3)cc2)c1,i

# Structures from the list above that contain a CF3 group (four):
SMILES,ANO1 activ
CN(CC(=O)Nc1cc(C(F)(F)F)ccc1-n1cncn1)Cc1nc2ccccc2c(=O)[nH]1,i
O=C(Cc1cccc2ccccc12)NCC(=O)N1CCN(Cc2cccc(C(F)(F)F)c2)CC1,i
Cc1ccc(S(=O)(=O)N2CCOCC2)cc1C(=O)N1CCN(c2ccc(C(F)(F)F)cn2)CC1,i
O=C(CN1C(=O)NC(Cc2c[nH]c3ccccc23)C1=O)Nc1ccccc1C(F)(F)F (centres undefined),i

# (cont.)
SMILES,ANO1 activ
CCN(CC)S(=O)(=O)c1ccc(C(C)NC(=O)C2CCCN2C(=O)c2cccs2)cc1 (centres undefined),i
CS(=O)(=O)N1CCC(NC(=O)Nc2ccc(OC(F)(F)F)cc2)CC1,i
CC(Sc1ccc(S(=O)(=O)N(C)C)cn1)C(=O)NC1CCCC1 (centres undefined),i
COc1ccc(CCNC(=O)COC(=O)c2ncc(Cl)c(Cl)c2Cl)cc1OC,i
O=C(NN=Cc1c(F)cccc1F)c1ccccc1NS(=O)(=O)c1cccs1,i
CC1CC(C)CN(C(=O)COC(=O)c2ccc3ncsc3c2)C1 (centres undefined),i
CC(NS(=O)(=O)c1cccc(C(=O)N(C)Cc2ccc(N3CCOCC3)cc2)c1)c1ccccc1 (centres undefined),i
COCCN(CC(=O)Nc1cc(Cl)ccc1-n1cncn1)Cc1nc2ccccc2c(=O)[nH]1,i
CCOc1ccc(C(=O)OCC(=O)NC2CCCCCCC2)cc1,i
NC(=O)N/N=C/c1ccc(-c2ccc(S(=O)(=O)Nc3ncccn3)cc2)o1,i
NS(=O)(=O)c1ccc(CCNC(=O)COC(=O)/C=C/c2ccc(OC(F)F)cc2)cc1,i
C=C(c1cn(C(C)=O)c2ccccc12)c1cn(C(C)=O)c2ccccc12,i
CC1(C2(O)CCCCC2)NCCc2ccccc21 (centres undefined),i
COc1ccc(C(CNC(=O)c2ccc(S(=O)(=O)Nc3ccccc3OC)cc2)N2CCCC2)cc1 (centres undefined),i

# 6 records picked at random from those above, as already listed:
SMILES,ANO1 activ
CC(NS(=O)(=O)c1cccc(C(=O)N(C)Cc2ccc(N3CCOCC3)cc2)c1)c1ccccc1 (centres undefined),i
CC1(C2(O)CCCCC2)NCCc2ccccc21 (centres undefined),i
COc1ccc(CCNC(=O)COC(=O)c2ncc(Cl)c(Cl)c2Cl)cc1OC,i
NS(=O)(=O)c1ccc(CCNC(=O)COC(=O)/C=C/c2ccc(OC(F)F)cc2)cc1,i
COc1ccc(C(CNC(=O)c2ccc(S(=O)(=O)Nc3ccccc3OC)cc2)N2CCCC2)cc1 (centres undefined),i
CC1CC(C)CN(C(=O)COC(=O)c2ccc3ncsc3c2)C1 (centres undefined),i

# Bioassay records as filed in PubChem BioAssay.

# An excerpt (hit frequency here may not be typical).
